BLM inh: Bloom syndrome helicase (human) inhibition; P54132; recombinant BLM DNA unwinding, fluorescence dequenching; Potency, µM (top dose mostly 56.1 µM), for inactives: at the highest dose activity change, negative = inhibition, hits mostly inhibitors; actives 0.2% (n = 350,000);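 further: potency means the concentration at half of the fitted maximal effect; plate controls were vehicle for no effect and no enzyme for full effect; nearly all actives have a fitted effect of over 35% in size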
Target sequence (P54132 whole entry, looked up): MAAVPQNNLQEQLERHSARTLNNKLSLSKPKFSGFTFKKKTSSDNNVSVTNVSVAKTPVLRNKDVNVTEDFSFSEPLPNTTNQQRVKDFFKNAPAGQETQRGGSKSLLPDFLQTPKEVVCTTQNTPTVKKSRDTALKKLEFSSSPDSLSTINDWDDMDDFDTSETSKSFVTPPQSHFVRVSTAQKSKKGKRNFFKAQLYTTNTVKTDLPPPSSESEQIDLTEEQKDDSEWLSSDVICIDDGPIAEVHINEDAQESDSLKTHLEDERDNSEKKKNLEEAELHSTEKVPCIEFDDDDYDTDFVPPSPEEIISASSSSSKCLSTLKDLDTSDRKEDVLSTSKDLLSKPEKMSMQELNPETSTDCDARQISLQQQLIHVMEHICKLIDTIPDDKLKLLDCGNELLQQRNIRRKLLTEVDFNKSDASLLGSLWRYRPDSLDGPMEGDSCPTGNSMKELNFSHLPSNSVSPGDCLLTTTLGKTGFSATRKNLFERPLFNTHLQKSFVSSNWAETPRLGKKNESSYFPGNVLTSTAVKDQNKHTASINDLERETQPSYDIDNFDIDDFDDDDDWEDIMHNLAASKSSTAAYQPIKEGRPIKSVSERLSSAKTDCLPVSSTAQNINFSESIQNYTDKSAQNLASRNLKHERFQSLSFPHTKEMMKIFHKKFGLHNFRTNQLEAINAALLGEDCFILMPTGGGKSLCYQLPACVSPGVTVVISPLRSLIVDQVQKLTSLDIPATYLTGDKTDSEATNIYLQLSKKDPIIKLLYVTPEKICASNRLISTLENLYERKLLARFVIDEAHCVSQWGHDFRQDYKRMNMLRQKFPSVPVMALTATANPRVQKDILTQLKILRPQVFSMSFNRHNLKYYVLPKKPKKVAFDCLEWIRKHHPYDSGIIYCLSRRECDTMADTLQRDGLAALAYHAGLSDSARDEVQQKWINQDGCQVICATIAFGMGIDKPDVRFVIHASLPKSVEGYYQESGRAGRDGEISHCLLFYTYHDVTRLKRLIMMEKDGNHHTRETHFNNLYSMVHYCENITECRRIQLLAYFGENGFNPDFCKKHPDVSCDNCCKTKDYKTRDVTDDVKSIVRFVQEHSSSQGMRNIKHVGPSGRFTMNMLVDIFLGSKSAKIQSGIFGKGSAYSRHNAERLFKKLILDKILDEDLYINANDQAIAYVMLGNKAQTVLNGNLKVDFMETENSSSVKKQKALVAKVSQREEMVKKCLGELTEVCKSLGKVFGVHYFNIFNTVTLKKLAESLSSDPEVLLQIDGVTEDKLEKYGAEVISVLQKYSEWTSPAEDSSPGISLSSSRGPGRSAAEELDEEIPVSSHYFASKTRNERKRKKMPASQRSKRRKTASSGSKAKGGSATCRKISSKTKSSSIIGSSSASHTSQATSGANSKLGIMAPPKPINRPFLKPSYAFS
RXFP1 antag: RXFP1 (human) relaxin receptor antagonism; activity change, negative = inhibition, % at 57.5 µM; HEK293-RXFP1, relaxin-stimulated cAMP HTRF, 30 min; stronger effect = lower value; actives 0.59% (n = 350,000);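 active means activity change of -60% or lower, but not beyond a set lower limit; inconclusive means change between -60% and -40%, or beyond the set limit; inactive means change above -40%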; further: on the % scale 0 is the no-effect control and ±100 the full control effect
POLI inh: DNA polymerase iota (human) inhibition; actives 1% (n = 390,000); Potency, µM (top dose mostly 115 µM), for the others: at the highest dose activity, negative = inhibition, actives largely listed as inhibitors; Q9UNA4; Pol iota fluorescent replication assay, 10 min; further: potency means the concentration at half of the fitted maximal effect
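Fluorescent replication assay read twice, at 0 min and 10 min after adding 50 nM (final) substrate. Enzyme (10 nM) and compounds were first incubated 15 min at room temperature; enzyme-free buffer wells were negative controls.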
PGK inhibitor: T. brucei PGK inhibition | PGK/GAPDH coupled, Kinase-Glo luminescence, 60 min | Potency, µM (highest dose often 57.5 µM), without a hit: top-dose activity change, negative = inhibition, hits mostly inhibitors | actives 0.043% (n = 380,000) | AID 602233; further: potency means the concentration at half of the fitted maximal effect; on the % scale 0 is the no-effect control and ±100 the full control effect; nearly all actives have a fitted effect of over 60% in size
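Luminescent ATP detection (Kinase-Glo Plus) follows a 60-minute room-temperature incubation, with wells lacking PGK as controls. Buffer: 100 mM TEA (pH 7.6), 5 mM MgCl2, 0.01% Tween-20. Coupling enzyme GAPDH (100 nM final) supplies unstable 1,3-BPG in-well.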
Apoferritin bind: candidate novel general anesthetic via apoferritin binding. P02791. apoferritin/1-aminoanthracene competitive binding, fluorescence. AID 485281. actives 0.074% (n = 350,000). Potency, µM (doses to about 77.5 µM), without a hit: at the highest dose activity change, negative = displacement, most hits filed as inhibitors; further: potency means the concentration at half of the fitted maximal effect; on the % scale 0 is the no-effect control and ±100 the full control effect; nearly all actives have a fitted effect of over 20% in size
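Concentration-response curves derived by four-parameter Hill fitting of normalized fluorescence, where compounds displaced 1-AMA from 10 uM horse apoferritin following a brief 10 min room-temperature incubation; propofol titration acted as positive control.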
POLH inh: inhibitors of human DNA polymerase eta; actives 1.2% (n = 390,000); Potency, µM (highest dose often 114 µM), without a hit: top-dose activity change, negative = inhibition, actives largely listed as inhibitors; recombinant Pol eta, fluorescent DNA replication assay; Q9Y253; further: potency means the concentration at half of the fitted maximal effect; on the % scale 0 is the no-effect control and ±100 the full control effect
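Pol eta at 10 nM preincubated with compounds 15 min at room temperature; reaction started with fluorescent substrate (50 nM final) and read kinetically at 0 and 10 min.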
APEX1 inh: APE1 (human) endonuclease inhibition. recombinant APE1, TAMRA/BHQ-2 abasic DNA cleavage fluorescence. P27695. actives 0.35% (n = 350,000). Potency, µM (top dose mostly 65.8 µM), for the others: at the top dose activity change, negative = inhibition, usual class: inhibitors;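 further: potency means the concentration at half of the fitted maximal effect; plate controls were vehicle for no effect and reference inhibitor for full effect; nearly all actives have a fitted effect of over 55% in size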
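Activity was derived from the fluorescence gain between first and third kinetic reads (60 s intervals, ex 525/em 598 nm) after 50 nM THF-abasic TAMRA/BHQ-2 duplex was added to 0.75 nM APE1 preincubated 15 min with compound.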
Pol kappa inh: blocks human DNA polymerase kappa activity; Q9UBT6; purified Pol kappa, fluorescent DNA synthesis assay, 10 min; Potency, µM (doses to about 107 µM), without a hit: top-dose activity, negative = inhibition, actives largely listed as inhibitors; actives 0.53% (n = 400,000); further: potency means the concentration at half of the fitted maximal effect; on the % scale 0 is the no-effect control and ±100 the full control effect
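Fluorescent qHTS in 1536-well format: enzyme (10 nM) and compound sat 15 min at room temperature before 50 nM substrate (final) was added. Signal taken at 0 and 10 min; no-enzyme buffer wells were negative controls.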
POLB inh: inhibitors of human DNA polymerase beta; actives 1.3% (n = 340,000); P06746; Pol beta primer extension/strand displacement, fluorescence kinetic; Potency, µM (top dose mostly 114 µM), inactives show at the top dose activity change, negative = inhibition, usual class: inhibitors; further: potency means the concentration at half of the fitted maximal effect; on the % scale 0 is the no-effect control and ±100 the full control effect
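Pol beta (10 nM) and compounds were preincubated 15 min at room temperature, then 50 nM substrate (final) started primer extension/strand displacement. Reads were taken at 0 and 10 min; concentration-response data were fitted to a four-parameter Hill equation.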
Starred values were filed as active, the others as inactive; i = inactive; ? = inconclusive; . = no result given; & = joins results of further samples; [ ] = another dose, or the depositor's remark. Unless noted, the call rests on the fitted dose curve; in most records, active means well fitted curve in the direction sought with a large enough effect; inconclusive means small, poorly fitted or top-dose-only effect, or another doubt; inactive means no such curve, though single readings can be large; an effect the other way counts as inactive or inconclusive. The list is partial; count on the stated rates, not on these rows.

The line under a structure holds: BLM inh | RXFP1 antag | POLI inh | PGK inhibitor | Apoferritin bind | POLH inh | APEX1 inh | Pol kappa inh | POLB inh
COc1ccc(C(C(=O)NC2CCCCC2)N(Cc2ccco2)C(=O)CNC(=O)c2ccco2)cc1 (stereo not given)
    . | -16 | 24% | 3% | . | 3% | . | -4% | .
O=C1COc2ccc(C(=O)c3ccccc3C(=O)NCc3ccccc3)cc2N1
    4% | 1 | -5% | -5% | -13% | -9% | 0% | -6% | 37%
CC1(C)CCC(=O)N2CC[C@H]3C[C@H](OC(=O)Nc4ccccc4)C[C@@H]1[C@H]32
    0% | . | 16% | -5% | -11% | -14% | -6% | 20%&-28% | 72%
COC(=O)c1nn(-c2ccccc2)c(Sc2ccc(Br)cc2)c1/C=N/O
    -2% | -6 | -5% | 4% | ? | -11% | -10% | -3% | 8%
CN1c2ccccc2C(C)(C)C12CCCC(=O)N2 (stereo not given)
    -3% | 8 | ? | 5% | -12% | -10% | 13% | -20% | 6%
CCCOc1ccc2c(C)c(CC(=O)OC)c(=O)oc2c1
    1% | -6 | -10% | i | 5% | -17% | -6% | -3% | -2%
O=C(CCCc1nc(-c2ccccc2)no1)N1CCOCC1
    -12% | 2 | 17% | 4% | -3% | -10% | -1% | -15% | 12%
O=C(CSc1nc(C(F)(F)F)cc(=O)[nH]1)Nc1nccs1
    . | -12 | 16% | -2% | . | 5% | -1% | -1% | .
COc1ccc(SCC(Cc2ccccc2)N2CCN(CCc3ccccc3)CCC2=O)cc1 (stereo not given)
    -3% | . | -16% | . | -10% | . | 3% | -11% | .
Cc1ccccc1-c1n[nH]c(=S)n1/N=C/c1ccc(-c2ccccc2Br)o1
    -5% | -7 | -5% | -8% | ? | 2% | 4% | 6% | -3%
O=C(N/N=C/c1ccccc1OC(=O)c1ccc2c(c1)OCO2)c1cccc(F)c1
    -1% | -17 | 5% | -4% | -4% | -12% | -10% | 2% | 0%
CCN1N=C(c2cc(Cl)sc2Cl)CSC1=O
    -8% | -8 | 5% | -3% | ? | 5% | 0% | -22% | -12%
CCOc1ccc(C(=O)NC(C(=O)NCc2ccccc2OC)C(C)C)cc1 (stereo not given)
    -7% | -5 | 26% | i | -4% | -8% | 16% | 6% | 6%
CCOc1ccc(/C=C2\NC(=S)NC2=O)cc1
    0% | 7 | -18% | -9% | -10% | 45%[activator] | 0% | -7% | 10%
CCC[N+](C)(C)C(C)C(OC(C)=O)c1ccccc1 (stereo not given)
    0% | -13 | -10% | -7% | 3% | -11% | -2% | 1% | 5%

Continued (4 carried over from the part before).
The line under a structure holds: BLM inh | RXFP1 antag | POLI inh | PGK inhibitor | Apoferritin bind | POLH inh | APEX1 inh | Pol kappa inh | POLB inh
CCN1N=C(c2cc(Cl)sc2Cl)CSC1=O
    -8% | -8 | 5% | -3% | ? | 5% | 0% | -22% | -12%
CCOc1ccc(C(=O)NC(C(=O)NCc2ccccc2OC)C(C)C)cc1 (stereo not given)
    -7% | -5 | 26% | i | -4% | -8% | 16% | 6% | 6%
CCOc1ccc(/C=C2\NC(=S)NC2=O)cc1
    0% | 7 | -18% | -9% | -10% | 45%[activator] | 0% | -7% | 10%
CCC[N+](C)(C)C(C)C(OC(C)=O)c1ccccc1 (stereo not given)
    0% | -13 | -10% | -7% | 3% | -11% | -2% | 1% | 5%
COc1ccc(S(=O)(=O)Nc2cccc3c2O[C@H](CN(C)Cc2ccncc2)[C@@H](C)CN([C@H](C)CO)C3=O)cc1
    . | . | 27% | -9% | . | -20% | -11% | 1% | .
Cc1ccc(N(C(=O)COc2ccccc2C)S(=O)(=O)c2ccc(Cl)cc2)cc1
    -8% | -24 | 17% | -3% | ? | 3% | . | 9% | -1%
N=C1/C(=C/c2cccn2Cc2ccc(Cl)cc2)C(=O)N=C2SC=CN12
    -8% | -4 | 181%[activator] | -2% | -6% | 0% | 1% | -21% | ?
O=C(C[C@H]1C[C@H](C(=O)N2CCOCC2)[C@@]2(CCC3CCCC3)c3[nH]c4cc(-c5ccco5)ccc4c3CCN2C1=O)NCCc1ccccn1
    . | . | -25% | 4% | . | -14% | -18% | -8% | .
COc1cc2c(cc1OC)C(c1ccc([N+](=O)[O-])cc1)NCC2 (stereo not given)
    0% | 2 | ? | -6% | -12% | 1% | 4% | 6% | 29%
O=C(O)Cn1nc(N2CCN(c3ccc(F)cc3)CC2)ccc1=O
    0% | . | 18% | -9% | -1% | -21% | . | 4% | 17%
C=CCNC(=O)c1ccc(C2SCC(=O)N2Cc2ccccc2)cc1 (stereo not given)
    0% | 6 | 11% | -3% | -10% | -21% | 0% | -2% | 0%
O=C(CSc1cccc(C(F)(F)F)c1)Nc1ccc(N2CCOCC2)cc1
    . | 2 | -6% | -1% | . | -19% | 21% | -14% | .
c1ccc(Cn2nnc3c(N4CCC5(CC4)OCCO5)ncnc32)cc1
    -10% | -10 | 3% | i | -4% | -6% | -7% | 6% | 22%
Cc1nn(CC(=O)Nc2cccnc2N2CCOCC2)c(=O)c2ccccc12
    0% | . | . | . | -13% | . | -4% | . | 19%
COc1ccccc1N(CC(=O)NCCSCc1ccc(C)cc1)S(=O)(=O)c1ccccc1
    -11% | 0 | -3% | 5% | 166%[activator] | -1% | -2% | -18% | -2%
O=C(CCC1CCCCC1)NNC(=O)NC12CC3CC(CC(C3)C1)C2
    7% | -23 | -3%[58.9 µM] | i | ? | -6% | 1% | -12% | -1%
CC(C)Sc1ncc(Cl)c(C(=O)Nc2nc3ccc(S(C)(=O)=O)cc3s2)n1
    -4% | . | 0% | i | 16% | -13% | . | 0% | 12%
CCOC(=O)CC(=O)CSc1nc(-c2ccccc2)cc(-c2ccccc2)c1C#N
    -4% | -2 | 23% | 0% | 6% | -26% | -6% | -6% | -2%
O=C(NC1CCCCC1)C1CCN(C(=O)NCc2ccccc2)CC1
    0% | -11 | 7% | -5% | -15% | 9% | 2% | -7% | 11%

The last three entries of the part before come first, to join the parts.
The line under a structure holds: BLM inh | RXFP1 antag | POLI inh | PGK inhibitor | Apoferritin bind | POLH inh | APEX1 inh | Pol kappa inh | POLB inh
CC(C)Sc1ncc(Cl)c(C(=O)Nc2nc3ccc(S(C)(=O)=O)cc3s2)n1
    -4% | . | 0% | i | 16% | -13% | . | 0% | 12%
CCOC(=O)CC(=O)CSc1nc(-c2ccccc2)cc(-c2ccccc2)c1C#N
    -4% | -2 | 23% | 0% | 6% | -26% | -6% | -6% | -2%
O=C(NC1CCCCC1)C1CCN(C(=O)NCc2ccccc2)CC1
    0% | -11 | 7% | -5% | -15% | 9% | 2% | -7% | 11%
COc1cccc(CNC(=O)CCCCCNC(=O)N2CCn3c2nc2ccccc23)c1
    1% | 13 | 0% | -1% | -8% | -19% | 17% | 4% | 0%
Cc1ccc(C(=O)C=CNNC(=O)c2ccccc2)cc1
    -9% | 3 | 12% | i | -18% | -8% | 2% | -11% | -20%
O=C(CNC(=O)c1cccs1)NCC(=O)OCc1ccccc1Br
    -4% | -1 | 93%[activator] | -4% | -13% | 4% | 0% | -14% | 37%
O=C(NCCN1C(=O)S/C(=C\c2ccc(Cl)c(Cl)c2)C1=O)c1cnccn1
    -9% | -4 | -19% | -1% | 3% | ? | 2% | -17% | -13%[57.1 µM]
CC(C)(C)C(=O)COC(=O)c1ccc(O)cc1
    1% | 10 | 26% | -1% | -15% | -11% | 5% | -3% | 1%
CC(C)(C)OC(=O)CNC(=O)c1nc[nH]c1C(=O)NCc1ccccc1
    -4% | . | 29% | 4% | -15% | -7% | 5% | -14% | 20%
CCN(CC)CCSc1nnc2c3ccccc3n(CCc3ccccc3)c2n1
    5% | -9 | 23% | -7% | -18% | -16% | 41% | -3% | 3%
Cc1nc2ccc(NC(=O)Cc3cccc(F)c3)cc2s1
    -5% | -25 | 47%[activator] | -1% | -2% | -17% | ? | 5% | 22%
Cn1nccc1NC(=O)c1nccnc1C(=O)O
    -5% | 0 | -17% | i | -9% | -18% | -2% | -19% | -28%
Cc1ccc(NC(=O)NCc2c(C)nn(C)c2C)cc1Cl
    -6% | -8 | 167%[activator] | -1% | -4% | -7% | 1% | -25% | -10%
COc1ccc(NC(=O)c2ccco2)cc1NC(=O)C(C)(C)Oc1ccc(Cl)cc1
    -13% | -22 | ? | 4% | -9% | -22% | . | -10% | -8%
O=C(NN=Cc1ccc([N+](=O)[O-])cc1)c1ccncc1
    . | -7 | 19% | i | . | -17% | . | 0% | .
O=C(CSc1nnc(COc2ccc(F)cc2)o1)N1CCCCC1
    -10% | -8 | 11% | -4% | -9% | -18% | -11% | -5% | 0%
CC(=O)Nc1ccc(C(=O)OCC(=O)N(Cc2ccccc2)C(C)(C)C)cc1
    -3% | -13 | 2% | -6% | -20% | -8% | -1% | -6% | 8%
CCN(CC)CCN(C(=O)c1ccc(C(=O)c2ccccc2)cc1)c1nc2ccc(OC)cc2s1
    -4% | -13 | 38%[activator] | -7% | -18% | -9% | 17% | -6% | -15%
NNC(=O)c1sc(-c2ccccc2)cc1N
    0% | -1 | 92%[activator] | i | -16% | 4% | 6% | -15% | 22%
COc1ccccc1-n1cnnc1SCC(=O)NC1CCCC1
    . | 8 | 32%[activator] | -5% | . | -14% | -5% | -10% | .
Cc1cccc(NC(=O)C[n+]2ccccc2)c1
    -5% | -7 | 112%[activator] | i | -11% | -11% | 20% | -5% | -8%
Cc1ccc(NC(=O)Cn2c(=O)n(CCc3ccccc3)c(=O)c3c4c(sc32)CCCC4)cc1C
    -3% | . | 12% | -1% | 1% | -17% | . | -15% | 3%
C[C@H]1CCC[C@@]2(O[C@H](CCO)C[C@@H](O)[C@@H]2O)O1
    . | . | 6% | -10% | . | -1% | . | -13% | .
Cc1ccc(O)c(-c2n[nH]c3c2C(c2ccc(F)cc2)N(Cc2ccco2)C3=O)c1 (stereo not given)
    -9% | -64* | -7% | 7% | -15% | -16% | . | -7% | -1%
